Source: PubChem (several laboratories)
TR-FRET SRC-2 ct: flags TR-FRET format artefacts in PPARgamma SRC-2 recruitment agonist screen | TR-FRET artefact counter-screen; hits give high values | TR-FRET ratio at 8 µM | 0.4% of 200,000 active; in the data active = TR-FRET ratio above about 2000; note: inactives centre near 1500
TNAP inh no acc: inhibitors of human TNAP without phosphate acceptor. inhibition, % at 20 µM. purified TNAP, CDP-star luminescence, 30 min. 0.26% of 200,000 active. P05186. AID 1012;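 active = tissue-nonspecific alkaline phosphatase inhibition above about 50% at 20 µM in the single-dose screen, limit read from the data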;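 note: 0% = DMSO negative control and 100% = EDTA positive control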
Target sequence (P05186 whole entry, looked up): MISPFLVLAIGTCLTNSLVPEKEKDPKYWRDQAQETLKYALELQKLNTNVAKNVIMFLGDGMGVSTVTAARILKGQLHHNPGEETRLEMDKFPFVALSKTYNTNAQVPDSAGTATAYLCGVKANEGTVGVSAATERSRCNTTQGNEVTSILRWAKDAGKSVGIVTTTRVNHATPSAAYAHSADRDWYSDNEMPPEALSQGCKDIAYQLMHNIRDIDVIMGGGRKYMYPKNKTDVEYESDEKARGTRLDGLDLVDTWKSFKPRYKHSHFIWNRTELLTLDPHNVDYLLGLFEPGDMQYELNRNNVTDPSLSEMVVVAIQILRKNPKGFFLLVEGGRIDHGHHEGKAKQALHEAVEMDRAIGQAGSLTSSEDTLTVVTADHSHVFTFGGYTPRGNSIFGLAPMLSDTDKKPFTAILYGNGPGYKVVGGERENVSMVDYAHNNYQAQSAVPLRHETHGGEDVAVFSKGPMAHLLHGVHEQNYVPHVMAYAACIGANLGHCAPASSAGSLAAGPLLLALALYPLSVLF
TNAP inh hiacc: inhibitors of human TNAP at high phosphate acceptor concentration; P05186; purified TNAP, CDP-star luminescence, 1 M DEA; inhibition, % at 20 µM; 0.03% of 200,000 active; AID 1135;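 active = over 50% inhibition of tissue-nonspecific alkaline phosphatase at 20 µM in the single-dose screen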;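 note: plate controls were DMSO wells for no effect and EDTA-quenched wells as full inhibition for full effect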
Efa HMGR inh: inhibitors of class II HMG-CoA reductase from Enterococcus faecalis. purified E. faecalis HMGR, NADPH absorbance 340 nm kinetic. 0.41% of 190,000 active. AID 1066. inhibition, % at 10 µM;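 active = inhibition above a set limit, the median over all tested compounds plus 3 SD, cut at about 9.5% in these data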;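 note: enzyme runs in reverse so mevalonate oxidation gives rising NADPH absorbance; 0% = complete reaction with DMSO and 100% = background rate lacking mevalonate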
bIAP activator: increases bovine intestinal alkaline phosphatase activity. 0.17% of 200,000 active. activation factor at 20 µM. purified bovine IAP, CDP-star luminescence, 30 min; hits give high values; fold of DMSO-control signal, blank-subtracted;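 active = activation factor of 2 or more at 20 µM, a signal rise over negative controls twice the positive control's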
PPARg SRC-1 ag: promotes SRC-1 coactivator recruitment by human PPARgamma | P37231 | PPARgamma-SRC-1 coactivator recruitment biochemical assay | activation, % at 8 µM | 0.41% of 200,000 active; in the data active = activation above about 19%;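 note: 0% = DMSO and 100% = reference agonist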
Target sequence (P37231 whole entry, looked up): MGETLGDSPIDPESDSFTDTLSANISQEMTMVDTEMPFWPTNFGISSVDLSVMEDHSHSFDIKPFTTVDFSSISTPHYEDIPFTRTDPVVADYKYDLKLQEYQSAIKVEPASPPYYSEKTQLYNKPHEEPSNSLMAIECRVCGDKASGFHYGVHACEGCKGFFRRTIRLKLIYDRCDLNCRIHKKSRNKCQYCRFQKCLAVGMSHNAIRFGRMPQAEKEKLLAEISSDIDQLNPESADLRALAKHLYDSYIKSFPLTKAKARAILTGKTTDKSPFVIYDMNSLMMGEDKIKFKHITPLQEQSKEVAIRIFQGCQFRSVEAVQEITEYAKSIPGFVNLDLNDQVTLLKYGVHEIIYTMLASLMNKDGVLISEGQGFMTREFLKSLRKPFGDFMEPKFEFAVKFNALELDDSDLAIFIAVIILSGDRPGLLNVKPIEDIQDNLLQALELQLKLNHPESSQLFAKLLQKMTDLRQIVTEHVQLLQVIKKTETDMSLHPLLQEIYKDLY
PPARg SRC3 recr: PPARgamma-driven SRC-3 recruitment agonism. P37231. biochemical PPARgamma/SRC-3 coactivator recruitment assay. activation, % at 8 µM. 0.26% of 200,000 active. AID 731; in the data active = activation above about 23%;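 note: 0% = DMSO and 100% = reference agonist; some compounds past the cut are filed as inactive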
PPARg SRC-2 ag: agonists of SRC-2 recruitment by human PPARgamma | 0.34% of 200,000 active | activation, % at 8 µM | P37231 | PPARgamma LBD-SRC-2 recruitment, biochemical; in the data active = activation above about 22%;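 note: 0% = vehicle and 100% = reference agonist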
TNAP act hiacc: activators of human TNAP at high phosphate acceptor concentration | activation factor at 20 µM | P05186 | purified TNAP, CDP-star luminescence, 1 M DEA, 30 min; hits give high values; 0 = EDTA background, 1 = DMSO-only activity | 200,000 tested, under 10 active | AID 1136;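 active = activation factor at least 2 at 20 µM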
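Assay system: human TNAP; Input: enzyme diluted 1/800 final; Reagent: CDP-star luminogenic substrate at 100 µM final; Timing: 30 min, room temperature; Signal: luminescence; Evaluation: TNAP activation factor scaled between EDTA and DMSO control wells.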
bIAP inh: intestinal alkaline phosphatase (bovine) inhibition | purified bovine IAP, CDP-star luminescence, 30 min | inhibition, % at 20 µM | 190,000 tested, under 10 active;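 active = over 50% inhibition of intestinal alkaline phosphatase at 20 µM in the single-dose screen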
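System: purified bovine intestinal alkaline phosphatase (IAP) enzyme; Input: IAP diluted 1/65,000,000 in the well; Measured by: CDP-star luminescence signal; Compound dosing: 20 µM single dose; Incubation: 30 min reaction at room temperature.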
The depositor's hits bear a star; / = no result given.

structure	TR-FRET SRC-2 ct	TNAP inh no acc	TNAP inh hiacc	Efa HMGR inh	bIAP activator	PPARg SRC-1 ag	PPARg SRC3 recr	PPARg SRC-2 ag	TNAP act hiacc	bIAP inh
CCOc1ccc(NC(=O)NCCCn2c(C)nc3cc(C)c(C)cc32)cc1	1505	-21	-10	0	1.6	6	-5	0	1.1	-59
COc1ccccc1C(=O)Nc1nc(-c2ccc3c(c2)OCCO3)cs1	1781	-12	-5	3	0.9	9	7	14	1.1	6
Nc1cccc(-n2nncc2-c2ccccc2)c1	1364	-11	-6	1	1.1	-1	-2	-11	1.1	-6
Cc1ccc([N+](=O)[O-])cc1N(CC(=O)N1CCCCC1)S(C)(=O)=O	1726	-6	-1	-2	1	3	3	3	1	-3
CCOC(=O)N1CCN(C(=O)c2ccccc2N(Cc2ccccc2)S(=O)(=O)c2ccc(OC)cc2)CC1	1588	-10	-7	-1	1	-1	-4	-4	1.1	0
Cc1ccc(C(=O)Nc2cccc(C(=O)NCc3ccco3)c2)cc1	1441	-13	-4	1	0.8	0	-6	-3	1	19
c1csc(Cc2nn3c(-c4n[nH]c5c4CCC5)nnc3s2)c1	1742	-2	0	0	1.7	20*	3	2	1	-66
N/C(=N/O)c1cccn1Cc1ccccc1[N+](=O)[O-]	1680	-7	-4	-3	0.9	1	-3	7	1	8
CCCC1S/C(=N/N=C/c2cccs2)NC1=O (stereo not given)	1260	16	2	-4	0.9	-1	-5	1	1	6
CC(C)CN1C(=O)c2ccc(NC(=O)c3cccs3)cc2C1=O	1433	-2	1	0	0.9	1	1	0	1	13
O=C(CC1S/C(=N/N=C/c2ccco2)NC1=O)Nc1cccc(Cl)c1Cl (stereo not given)	1454	-7	-7	-4	1.1	-2	3	1	1.1	-6
C/C(=C\c1ccccc1)C(=O)NCCc1ccccc1	1828	-5	-4	-6	0.9	13	0	3	1	7
Cc1cccc(CSc2nc3ccncc3n2CC(=O)Nc2cc(C)cc(C)c2)c1	1364	2	-2	12*	0.8	8	2	6	1	15
C/C(=N\NC(=O)c1ccc2c(c1)OCO2)c1ccco1	1756	-19	-4	4	1	3	2	5	1	-4
Cc1ccc(C(=O)NCc2ccc(Cl)c(Cl)c2)o1	1671	-12	-4	0	0.8	-1	3	14	1	19
Cn1cc(C=O)c2ccccc21	1609	-4	-3	0	1	5	7	11	1	2
COc1ccccc1C(=O)OCC(=O)Nc1ccc(Cl)cn1	1826	-9	0	-8	1	7	4	-2	1	-2
CCn1c(COc2ccccc2C)nnc1SCc1nc2ccccc2c(=O)[nH]1	1726	-6	-3	-2	1.1	7	-1	-1	1	-10
CCNC(=O)c1sc2cc(C)ccc2c1Cl	1560	-12	-3	-2	1	-1	-1	3	1	-3
Cc1[nH][nH]c(=O)c1C(c1ccc(O)c([N+](=O)[O-])c1)c1c(C)[nH][nH]c1=O	1673	34	16	1	0.8	4	2	2	0.8	21
O=C(CCCCCn1c(=O)[nH]c2ccccc2c1=O)NCCc1c[nH]c2ccccc12	1468	-8	-4	-9	1	-3	3	5	1	3
COCCCNC(=O)C1CC(=O)N(c2ccc(C)cc2)C1 (stereo not given)	1557	-16	-8	-2	1	-3	5	1	1.1	1
CCc1nnc(N2C(=O)c3cccc4cccc(c34)C2=O)s1	1479	-6	2	-1	0.9	5	11	6	1	11
Cc1oc(-c2ccccc2)nc1CS(=O)CC(=O)O (stereo not given)	1592	0	-6	-3	0.9	-4	6	1	1.1	12
O=C(CN1CCc2ccccc21)Nc1ccc2c(c1)OCO2	1660	-2	-4	-7	0.9	6	3	-1	1	10
CCc1cccc(NC(=O)NC2CCCCC2)c1	1497	-11	-5	-4	0.9	-2	-10	4	1	10
Cc1ccc(CN2CCN(C(=O)CCN3C(=O)c4ccccc4C3=O)CC2)cc1	1499	-15	-8	-10	0.9	4	9	5	1.1	7
CC1(C)CC(=O)c2sc(N)nc2C1	1626	-12	-2	0	0.9	-2	5	10	1	8
O=C1C=C(N2CCCCC2)C2(CCCCC2)O1	1571	-13	-4	-3	1.2	1	6	10	1	-18
COc1cc(/C=N/NC(=O)C2COc3ccccc3O2)cc(OC)c1OC (stereo not given)	1308	-2	-1	0	0.8	-3	-3	-3	1	15
COc1ccc(CNC(=O)c2cccc3c2C(=O)N(Cc2cccnc2)C3)cc1	1533	-9	-3	0	1	5	-2	3	1	3
Cc1csc2ncc(C(=O)Nc3ccc(C(F)(F)F)cc3)c(=O)n12	1552	-10	-2	-7	0.9	4	4	2	1	10
CCOC(=O)N1CCC(C(N)=O)CC1	1605	-11	2	1	0.9	9	13	2	1	7
CC(C)C(=O)Nc1ccc(Nc2ccccc2)cc1	1445	-10	-4	-5	0.8	10	3	13	1	25
COc1cc(NC(=O)C(=O)NCCN2CCNCC2)c(OC)cc1Cl	1548	-12	-5	0	0.9	-4	1	0	1.1	6
Cc1ccccc1C(=O)O/N=C/c1c(N2CCOCC2)n(C)c2ccccc12	1508	-4	-3	5	1.1	4	-8	0	1	-6
O=C(Nc1ccc(Br)c2cccnc12)c1ccc(Cn2cc([N+](=O)[O-])cn2)o1	1698	-13	-6	3	0.9	8	6	13	1.1	9
CN(C)C=Nc1ncc2c3ccccc3n(Cc3ccccc3)c2c1C#N	1531	-4	-5	-4	0.9	4	1	11	1.1	11
C=CCNC(=S)NN(c1ccccc1)c1ccccc1	1533	-9	-3	1	1	5	5	7	1	-1
Cc1c(C(=O)NCCSCc2ccccc2)cccc1[N+](=O)[O-]	1575	-6	-4	4	0.9	3	-3	2	1	6
O=C1c2cccc3c(N4CCCCC4)ccc(c23)C(=O)N1c1ccc(Cl)cn1	1586	/	/	/	/	5	11	-1	/	/
Cn1c(=O)n(Cc2ccccc2)c(=O)c2c1nc1n2CCN1Cc1ccco1	1607	4	0	0	1	9	2	-15	1	2
O=C(Nc1nc(-c2ccccc2)nc2ccccc12)c1ccc(F)cc1	1915	-6	-1	-11	0.9	-1	34*	11	1	13
CCOC(=O)c1cc2c(=O)n3cccc(C)c3nc2n(CCOC)c1=NC(=O)c1ccncc1	1438	/	/	/	/	-4	-2	-6	/	/
Cc1ccccc1Nc1n[nH]c(C)c1[N+](=O)[O-]	1625	-3	13	1	0.8	4	0	-2	0.9	24
Cn1cccc1Cc1nnc(SCC(=O)N2CCOCC2)n1CCc1ccccc1	1691	-7	-4	2	0.9	4	0	-2	1	5
O=C(N/N=C/c1ccc([N+](=O)[O-])cc1)c1ccc2nc[nH]c2c1	1491	-36	2	2	0.9	-4	-1	1	1	10
O=C(Nc1ccc(Cl)cc1C(=O)Nc1ccccn1)c1ccco1	1528	-11	-7	-3	0.9	0	10	9	1.1	5
O=C(O)c1cc(S(=O)(=O)Nc2ccc3oc(=O)sc3c2)ccc1O	1474	5	-3	8	0.9	0	5	2	1	8
Cc1c(C(=O)OCC(=O)N(CCC#N)c2ccccc2)oc2c1ccc1ccccc12	1528	1	3	0	1.1	5	3	-10	1	-7
CC1CCCCC12NC(=O)N(CC(=O)Nc1ccc(N3CCOCC3)cc1)C2=O (stereo not given)	1567	-8	3	1	1.1	-5	-1	-1	1	-10
COc1ccc(/C=C/C(=O)N2CCNC(=O)C2)c(OC)c1	1523	-6	2	0	1.1	5	-4	-4	1	-13
CC(=O)c1ccc(NC(=S)NC(=O)CC(C)C)cc1	1684	-9	-4	-11	0.9	2	-3	-2	1	7
CCOC(=O)N/N=C/c1ccc(OCCSc2ccc(Cl)cc2)c(OCC)c1	1558	-9	-4	-4	1.2	-4	4	-3	1	-19
COc1cc(/C=N/Nc2nc3ccccc3[nH]2)cc(OC)c1O	1620	-30	1	-9	0.8	7	12	16	1	18
COc1ccccc1C(=O)N/C(=C/c1ccc(Br)cc1)C(=O)NCCO	1706	-4	1	2	1.1	8	11	10	1	-8

2 entries from above, with values under each structure:
Fields: TR-FRET SRC-2 ct	TNAP inh no acc	TNAP inh hiacc	Efa HMGR inh	bIAP activator	PPARg SRC-1 ag	PPARg SRC3 recr	PPARg SRC-2 ag	TNAP act hiacc	bIAP inh
- O=C(O)c1cc(S(=O)(=O)Nc2ccc3oc(=O)sc3c2)ccc1O
→ 1474	5	-3	8	0.9	0	5	2	1	8
- Cc1c(C(=O)OCC(=O)N(CCC#N)c2ccccc2)oc2c1ccc1ccccc12
→ 1528	1	3	0	1.1	5	3	-10	1	-7

The main list resumes, starting two compounds before the break.
structure	TR-FRET SRC-2 ct	TNAP inh no acc	TNAP inh hiacc	Efa HMGR inh	bIAP activator	PPARg SRC-1 ag	PPARg SRC3 recr	PPARg SRC-2 ag	TNAP act hiacc	bIAP inh
COc1cc(/C=N/Nc2nc3ccccc3[nH]2)cc(OC)c1O	1620	-30	1	-9	0.8	7	12	16	1	18
COc1ccccc1C(=O)N/C(=C/c1ccc(Br)cc1)C(=O)NCCO	1706	-4	1	2	1.1	8	11	10	1	-8
COC(=O)C(NC(=O)c1c(C)nn(C)c1Cl)c1ccccc1 (stereo not given)	1423	-6	-8	0	1.1	-5	1	-4	1.1	-5
Fc1cccc2sc(Nc3nc4ccccc4s3)nc12	1710	-12	-6	-8	0.7	-1	2	6	1.1	27
Cc1ccc(S(=O)(=O)N2CCC(=O)N(C(COCc3ccc(Cl)c(Cl)c3)Cc3ccccc3)CC2)cc1 (stereo not given)	1518	-7	-2	3	0.9	6	2	8	1	10
Cc1ccc(C2NCCS2)cc1 (stereo not given)	1475	63*	2	1	0.8	-1	-1	-9	1	21
CCOc1ccc2nc(NCCCO)[nH]c2c1	1454	-3	1	-5	0.9	8	8	8	1	9
CCSc1nnc(NC(=O)COc2ccc(Cl)cc2)s1	1555	-6	-3	-2	1.1	-1	3	2	1	-6
CCOC(=O)CCCNC(=O)CCNC(=O)c1ccc(OC)cc1	1614	4	3	-2	0.9	4	16	5	1	9
COc1ccc(S(=O)(=O)NCC2CCCN(C(=O)CN3CCCCC3)C2)cc1 (stereo not given)	1871	-13	-7	-1	1	1	2	2	1.1	-2
O=C(CCN1C(=O)C2C3C=CC(C3)C2C1=O)Nc1ccc(F)cc1 (stereo not given)	1585	-6	-4	-2	0.9	-5	-5	3	1	11
Cc1ccc(NC(=O)CCn2nnc3ccccc32)cc1	1472	-6	-3	2	0.8	2	-2	-5	1	20
O=c1ccc2cc(O)c(O)cc2o1	1499	34	6	-6	1	12	4	8	0.9	1
COc1ccc(CCNC(=O)c2cc(-c3ccccc3OC)on2)cc1OC	1621	-20	-6	0	0.8	3	-1	16	1.1	16
CN1C(=O)/C(=C2/C=CC=CN2C)OC1=S	1755	-9	5	0	0.8	4	15	0	0.9	19
CCCCN(CC)S(=O)(=O)c1ccc(C(=O)Nc2nnc(COC)o2)cc1	1569	-2	-4	-3	1.1	0	-3	5	1	-6
CCCc1cc(C(=O)Nc2sc(C)c(CC)c2C#N)no1	1523	-4	0	1	0.9	1	2	-15	1	12
Cc1ccc2ccccc2c1Cn1c(-n2ccnc2)nc2c1c(=O)n(C)c(=O)n2C	1455	9	-5	9	1.1	-4	-3	7	1	-8
O=C(Cc1cccs1)N1CCN(S(=O)(=O)c2ccc(F)cc2)CC1	1688	-17	-6	-1	0.9	1	1	-7	1.1	9
